Compound activity: PubChem BioAssay, several laboratories
FLuc act counter: FLuc activators, initial screening, artefact control for FLuc-dependent activation tests, biochemical, ATPlite luminescence; Luciferin 4-monooxygenase (Photinus pyralis), P08659; ATPlite luciferase biochemical, 10 min; 0 = ATP-free wells, 1 = DMSO control; activation factor at 10 µM; 200,000 tested, under 10 active; AID 1027, 2008;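 active = luciferase activation factor, scaled between plate controls, of at least 2 with compound at 10 µM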
Target sequence (P08659 whole entry, looked up): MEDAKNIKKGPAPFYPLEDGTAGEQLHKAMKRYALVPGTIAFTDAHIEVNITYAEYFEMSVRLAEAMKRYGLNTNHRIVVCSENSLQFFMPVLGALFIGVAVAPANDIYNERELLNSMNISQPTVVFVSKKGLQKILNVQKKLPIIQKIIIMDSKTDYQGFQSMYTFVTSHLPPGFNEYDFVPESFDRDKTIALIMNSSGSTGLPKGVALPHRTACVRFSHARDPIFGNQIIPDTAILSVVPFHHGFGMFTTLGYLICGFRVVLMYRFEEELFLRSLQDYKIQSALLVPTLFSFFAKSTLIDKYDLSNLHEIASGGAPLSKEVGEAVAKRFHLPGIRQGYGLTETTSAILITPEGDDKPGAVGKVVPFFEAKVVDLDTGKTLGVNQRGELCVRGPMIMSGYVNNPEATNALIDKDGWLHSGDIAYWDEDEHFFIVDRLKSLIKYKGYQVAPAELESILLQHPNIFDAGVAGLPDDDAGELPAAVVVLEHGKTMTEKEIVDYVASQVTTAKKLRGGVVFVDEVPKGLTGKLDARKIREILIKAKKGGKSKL
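Assay system: Luciferase/luciferin reagent mix; Medium: PBS as buffer for the ATP substrate; Dosing: test compounds dosed from 2 mM stocks in 100% DMSO; Times: 10 min, room temperature; Signal: luminescence from luciferase reaction; Read-out: luciferase activation; Controls: No-ATP low control, compound-free enzyme-plus-ATP high control.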
STAT1 act: STAT1 signaling activators, primary screen, cell-based, HTS, luciferase reporter | 2.6% of 200,000 active | AID 932, 2007 | NIH 3T3 STAT1-luciferase reporter, IFN-gamma, luminescence; 100% = IFN-gamma alone, no compound | activation (% of control), % at 5.5 µM;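 active = activation above the screen-wide mean activation plus 3 SD, cut at about 130% in these data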;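 also: raw ratio to IFN-gamma control signal so 100% means no change and 0% no light; values of inactives mirror those of a sister screen read the other way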
STAT3 activator: IL-6 driven STAT3 reporter potentiators, primary screen, U3A cells, luciferase, luminescence, MLSCN library. IL-6 STAT3-luciferase reporter; 100% = signal with IL-6 EC80 alone. activation (% of control), % at 5.6 µM. 0.91% of 190,000 active;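 active = activation above the screen-wide mean of compound activation plus 3 SD, cut at about 130% in these data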;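 also: 0% = background luminescence of wells with medium and substrate only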
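Test system: Human STAT1-deficient U3A cells with stable STAT3-luciferase reporter | Also added: Interleukin-6, 33 ng/mL | Timing: Compound pre-incubation 1 h before IL-6, then 6 h stimulation at 37 °C | Technique: Luciferase reporter luminescence | Read-out: Percent of IL-6-only median luminescence | Benchmarks: IL-6-only wells as 100% reference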
STAT3 inh: IL-6 driven STAT3 reporter inhibitors, primary screen, U3A cells, luciferase, luminescence, MLSCN library | IL-6 STAT3-luciferase reporter; host cell line lacks STAT1 | inhibition, % at 5.5 µM | 0.89% of 190,000 active | AID 862, 2007;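 active = inhibition above the mean inhibition across all screened compounds plus 3 SD, cut at about 44% in these data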;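 also: 0% = DMSO only wells and 100% = 100 µM nifuroxazide control wells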
APP 5'UTR act: activators of APP 5'UTR luciferase reporter, primary screen, SH-SY5Y cells. SH-SY5Y APP 5'UTR luciferase reporter, luminescence; zero percent = DMSO vehicle wells. activation, % at 2 µM. 1% of 190,000 active;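 active = activation above a set limit, based on mean plus 3 SD of controls, cut at about 140% in these data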; also: values of inactives mirror those of a sister screen read the other way
FLuc inhib CS: firefly luciferase enzyme inhibitors, primary screen, artefact control for luciferase-based inhibitor screens, biochemical, luminescence, ATPLite | Luciferin 4-monooxygenase (Photinus pyralis), P08659 | 10 min | inhibition, % at 10 µM | 1.5% of 200,000 active | AID 1006, 2008;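 active = inhibition above about 50% when tested at 10 µM, limit read from the data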
NF-kB expr up: activators of NF-kB expression in neurons, primary screen, cell-based, HTS | human neuronal cells, NF-kB reporter expression; hits give high values | fold change at 12.5 µM | 1.6% of 190,000 active | AID 1239, 2008; in the data active = fold change above about 3.3
STAT1 blocker: STAT1 signaling inhibitors, primary screen, cell-based, HTS, luciferase reporter; 0.35% of 200,000 active; NIH 3T3 STAT1-luciferase reporter, IFN-gamma, luminescence; inhibition, % at 5.5 µM; AID 920, 2007;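 active = inhibition above a set limit, the mean inhibition across all tested compounds plus 3 SD, cut at about 34% in these data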;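 also: 0% = IFN-gamma with DMSO and 100% = IFN-gamma with 300 µM nifuroxazide; values of inactives mirror those of a sister screen read the other way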
ROMK mod: ROMK potassium channel modulators, primary screen, cell-based, thallium flux, MLSMR library; 2% of 130,000 active; AID 1918, 2009; ATP-sensitive inward rectifier potassium channel 1 (Homo sapiens), P48048; Tet-inducible ROMK, thallium flux fluorescence; actives lie on both sides; B-score at 10 µM;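 active = signal ratio slope over the read window, or its plate-corrected B-score, at least 3 SD from the plate mean, either direction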;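 also: B-score of the F/F0 ratio slope over 7 to 12 s after thallium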
Target sequence (P48048 whole entry, looked up): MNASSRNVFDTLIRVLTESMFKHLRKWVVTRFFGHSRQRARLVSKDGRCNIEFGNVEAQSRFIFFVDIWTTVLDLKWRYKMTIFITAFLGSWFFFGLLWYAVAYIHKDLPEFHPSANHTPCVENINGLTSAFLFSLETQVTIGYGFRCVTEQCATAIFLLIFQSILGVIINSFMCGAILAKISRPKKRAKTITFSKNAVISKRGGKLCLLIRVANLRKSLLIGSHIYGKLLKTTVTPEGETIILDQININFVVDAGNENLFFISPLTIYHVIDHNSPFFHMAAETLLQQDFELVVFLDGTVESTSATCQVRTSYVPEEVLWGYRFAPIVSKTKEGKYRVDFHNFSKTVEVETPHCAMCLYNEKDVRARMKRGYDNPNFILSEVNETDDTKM
APP 5UTR inh: inhibitors of APP translation via 5'UTR reporter, primary screen, APP 5'UTR luciferase, SH-SY5Y cells; SH-SY5Y APP 5'UTR-luciferase reporter, luminescence; inhibition, % at 2 µM; 0.82% of 190,000 active; AID 1285, 2008;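 active = inhibition above a set limit, derived from the sample mean plus 3 SD, cut at about 45% in these data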; also: values of inactives mirror those of a sister screen read the other way
Active calls of the source: *; . = no result given.

The first 2 entries, to show the layout:
SMILES	FLuc act counter	STAT1 act	STAT3 activator	STAT3 inh	APP 5'UTR act	FLuc inhib CS	NF-kB expr up	STAT1 blocker	ROMK mod	APP 5UTR inh
O=[N+]([O-])c1ccccc1S(=O)(=O)N1CCN(CC2CC3C=CC2C3)CC1 (configuration not stated)	1.1	97	101	1	11	-7	0.89	4	-1.1	-11
N/C(CN1CCCC1=O)=N\O	1.1	98	100	7	-3	-6	1.2	2	.	3

Main list, previewed entries included:
SMILES	FLuc act counter	STAT1 act	STAT3 activator	STAT3 inh	APP 5'UTR act	FLuc inhib CS	NF-kB expr up	STAT1 blocker	ROMK mod	APP 5UTR inh
O=[N+]([O-])c1ccccc1S(=O)(=O)N1CCN(CC2CC3C=CC2C3)CC1 (configuration not stated)	1.1	97	101	1	11	-7	0.89	4	-1.1	-11
N/C(CN1CCCC1=O)=N\O	1.1	98	100	7	-3	-6	1.2	2	.	3
O=C(CSc1nc(-c2ccco2)cc(C(F)(F)F)n1)NCCCn1ccnc1	1	96	106	-2	2	0	0.78	5	.	-2
Cc1ccccc1Oc1ncccc1C(=O)/C(C#N)=C/N(C)C	0.9	103	104	-3	-4	8	1.1	-4	.	4
COc1ccc(O)c(C2NC(CC(C)C)(C(=O)O)C3C(=O)N(Cc4ccccc4)C(=O)C23)c1 (configuration not stated)	1	108	96	9	-22	-2	1.4	-10	0.36	22
COc1ccccc1N1CCN(C2CCN(S(=O)(=O)c3ccc4ccccc4c3)CC2)CC1	1	101	72	38	1	-5	0.51	-1	.	-1
CCCCOC(=O)c1nc[nH]c1C(=O)OCCCC	1.1	97	105	2	12	-6	0.92	4	-0.24	-12
COc1ccc(/C=C/C(=O)CC(O)(c2ccccc2)C(F)(F)F)cc1 (configuration not stated)	1	110	102	1	23	-2	1.4	-5	.	-23
CCOC(=O)N1CCN(c2ccc(C(C)=O)cc2F)CC1C (configuration not stated)	1.1	88	96	9	3	-11	1.3	11	-0.79	-3
C=CCn1c(N)cc(=O)nc1SC(C)C(=O)Nc1cccc2ccccc12 (configuration not stated)	1	104	105	-3	-33	-4	1	2	.	33
O=C(Nc1ccccc1Br)c1ccccc1-c1ccccc1	1.1	107	103	-7	-8	-6	3.1	-5	-0.21	8
CC1=NN(C(=O)c2ccc(Cn3nc(C)cc3C)o2)C(O)(C(F)(F)F)C1 (configuration not stated)	1	103	99	1	-4	-4	1	-4	-0.62	4
CN(C[C@H](Cc1ccccc1)N(C[C@H](c1ccccc1)N(CCc1ccccc1)N=O)N=O)N=O	1.1	112	.	.	16	-9	0.82	-11	.	-16
CC(=O)Nc1ccc(-c2nnn(CC(=O)c3ccccc3)n2)cc1Cl	1	105	93	18	0	-4	0.99	-5	.	0
Cc1cc(C)c(NC(=O)COC(=O)c2cccc3c2C(=O)c2ccccc2C3=O)c(C)c1	1.1	97	93	9	-14	-7	0.6	3	0.022	14
CCOC(=O)N1CCN(Cc2nc(N)nc(Nc3ccc(OCC)cc3)n2)CC1	1.1	93	98	7	-14	-7	0.82	8	.	14
CCNC(=O)C1CC(=O)N(c2ccc(Br)cc2)C1 (configuration not stated)	1	101	89	18	5	-1	1.3	-1	.	-5
Cc1ccc(NC(=O)c2cccc(N3C(=O)C4C5CCC(C5)C4C3=O)c2)c(C)c1 (configuration not stated)	1	109	102	-3	6	4	1.2	-9	.	-6
Cc1c(CCO)c(=O)n(C)n1C(=O)c1ccc(Cl)cc1	0.9	104	103	8	-2	9	1.4	-4	.	2
COc1ccc(CCNC(=O)CN(c2ccc(C)cc2)S(=O)(=O)c2c(C)noc2C)cc1OC	1	106	98	6	-1	-2	0.83	-6	.	2
COc1ccc(N(C(=O)COc2ccccc2)C2C=CS(=O)(=O)C2)cc1 (configuration not stated)	1	94	97	9	8	-2	0.89	7	.	-8
O=[N+]([O-])c1cccnc1NCCNc1ncc(C(F)(F)F)cc1Cl	1	137*	103	6	86	-3	3.2	-41	.	-86
Cc1ccc(N(CC(=O)NCC2CCCO2)C(=O)CCC(=O)Nc2ccccn2)cc1C (configuration not stated)	1	98	102	-1	8	0	1	2	.	-8
COC(=O)CCC(=O)c1oc2ccc(Cl)cc2c1NC(=O)CCCN1C(=O)c2ccccc2C1=O	1.1	96	97	8	8	-6	1.3	5	1.3	-8
C(=N\Nc1nc(N2CCOCC2)nc(N2CCOCC2)n1)/c1ccncc1	1.1	92	93	12	0	-5	1.2	9	0.96	0
O=C(NCCCN1CCCCCC1)c1ccc(CS(=O)(=O)Cc2ccccc2F)o1	1	93	112	-7	1	-2	0.98	8	.	0
Cc1cc(C(=O)COC(=O)CCCN2C(=O)c3ccccc3C2=O)c(C)n1C	0.9	105	93	12	-14	8	0.8	-6	.	14
CN(C)c1nc(N2CCN(c3ccc(F)cc3)CC2)c(C#N)c(=O)o1	1	97	91	21	-4	0	1.3	3	.	4
Nc1nc(Br)c2c(F)cccc2c1-c1ccccc1	1	103	66	46*	5	-2	1.1	-3	.	-5
c1ccc(N(c2ccccc2)c2nc(N3CCCC3)nc(-n3ccnc3)n2)cc1	1.1	97	108	-7	2	-11	1.1	3	0.3	-2
COCCCNC(=O)CCn1c(=O)c2ccccc2n(Cc2cccc([N+](=O)[O-])c2)c1=O	1	101	100	4	-22	0	1.1	-2	.	22
CC(=O)N(C1CC(C)C(C#N)(C#N)C1(C#N)C#N)N(C)C (configuration not stated)	1.1	110	90	18	-11	-7	1	-13	-0.015	11
CC(C)[C@H](NC(=O)c1ccco1)C(=O)OCC(=O)c1ccc2c(c1)NC(=O)CO2	1	98	95	11	-18	-1	1	1	-0.54	18
CN(Cc1ccccc1)C(=O)c1ccc2c(c1)OCO2	1	102	100	5	11	0	1.3	0	.	-11
O=C1CC(c2ccc(F)cc2)c2cc3c(cc2N1)CCC3 (configuration not stated)	1.1	98	107	-2	-7	-5	0.88	3	.	7
Cc1cc(C)n(-c2nc(Nc3ccccc3C(F)(F)F)nc(-n3nc(C)cc3C)n2)n1	1.1	87	107	-6	-42	-7	0.43	16	.	42
COC(=O)c1nnn(Cc2ccccc2)c1N	1	102	104	2	-18	-3	1.5	-2	0.16	18
CCn1c(CSCc2ccc(F)cc2)nnc1SCC(=O)NCc1ccccc1	1.1	96	94	6	-2	-6	1	4	-1.4	2
CCN1CCN(S(=O)(=O)c2cccs2)CC1	1.1	105	99	3	-2	-6	0.95	-5	.	2
CCc1ccc(NC(=S)Nc2cc(C(=O)O)ccc2N2CC3CC(C2)c2cccc(=O)n2C3)cc1 (configuration not stated)	1	109	99	3	24	-1	1.2	-11	0.11	-24
O=C(Nc1ccccc1)c1ccc(Br)o1	0.9	107	94	4	81	14	1.5	-8	-0.05	-81
Cc1ccc(CC(=O)NC2CCSC2=O)cc1 (configuration not stated)	1.1	104	97	5	-5	-5	1	-7	2.2	5
NNC(=O)CCN1CCCCC1	1.1	96	106	-5	2	-6	1.2	3	0.025	-2
CSc1cccc(NC(=S)N2CCCN(Cc3ccc(F)cc3)C2)c1	1.1	96	109	2	7	-9	0.91	4	-1.1	-7
O=C(Cn1nc(C(F)(F)F)c2c1CCCC2)NC1CCCC1	1	97	100	4	16	-1	1.1	4	-0.56	-16
Cc1c([N+](=O)[O-])c([N+](=O)[O-])nn1CC(=O)N1CCOCC1	1.1	105	105	3	-5	-7	0.91	-7	0.035	5
COc1ccc(-c2nn(C)c(=O)c3ccccc23)cc1CNC(=O)CN1CCOCC1	.	98	100	2	-7	.	.	2	0.21	7
COc1ccc(CCn2c(=S)[nH]c3cc(C(=O)N4CCOCC4)ccc3c2=O)cc1OC	1	96	100	6	1	-4	0.87	3	-0.028	-1
CC(C)(C)NC(=O)CN(Cc1cccs1)C(=O)C1COc2ccccc2O1 (configuration not stated)	1.1	98	104	-4	-3	-7	0.93	2	.	3
CCOc1ccccc1C(=O)Nc1cc(C(=O)NCCc2ccccc2)ccc1Cl	1	108	93	15	14	-4	1.4	-9	-0.72	-14
Cc1ccc(-n2c([S-])c(C(=O)Nc3ccc(OC(F)F)cc3)[n+]3ccc(C(=O)NCCO)cc23)cc1C	1.1	99	110	-3	4	-7	1	-1	-0.21	-4
Cc1ccccc1OCC(O)Cn1c(Br)nc2c1c(=O)n(C)c(=O)n2C (configuration not stated)	1.1	93	90	10	-20	-6	1.1	9	-2.2	20
O=C(C1=C[C@H](c2ccccc2)C[C@H](OCc2ccc(CO)cc2)O1)N1CCN(Cc2ccc3c(c2)OCO3)CC1	1	102	.	.	-17	-5	0.57	-1	.	17
Cc1ncc([N+](=O)[O-])n1CCOC(=O)NC(NCc1cccnc1)C(Cl)(Cl)Cl (configuration not stated)	1.1	90	108	-6	-3	-6	1.1	11	.	3
CCCOc1ccc(OCCN2CCCC(C)C2)cc1 (configuration not stated)	1	100	100	-1	-6	2	1.1	0	-0.91	6
CCCCCCCCSc1nnc2[nH]c(=O)cc(N)n12	1	98	103	2	-3	-1	1	4	0.56	3
Cc1ccc(S(=O)(=O)N(C)c2cc(S(=O)(=O)N3CCC(C)CC3)c(C)cc2C)cc1	1	95	97	4	9	-1	0.83	6	.	-9
COc1ccc(Nc2nc(NN)nc(C)c2[N+](=O)[O-])cc1	1	96	97	8	-8	-3	0.69	4	-0.67	8
C/C(=N\OC(=O)c1ccc(Br)cc1)c1ccccn1	0.2	105	112	-14	2	80*	1.5	-6	.	-2
O=C(O)c1ccc2c(c1)nnn2C1CCCCC1	1	96	109	-4	7	-2	1	5	.	-7

By substructure, those above with a thiophene ring, fused or not.
SMILES	FLuc act counter	STAT1 act	STAT3 activator	STAT3 inh	APP 5'UTR act	FLuc inhib CS	NF-kB expr up	STAT1 blocker	ROMK mod	APP 5UTR inh
CCN1CCN(S(=O)(=O)c2cccs2)CC1	1.1	105	99	3	-2	-6	0.95	-5	.	2
CC(C)(C)NC(=O)CN(Cc1cccs1)C(=O)C1COc2ccccc2O1 (configuration not stated)	1.1	98	104	-4	-3	-7	0.93	2	.	3

Later entries:
SMILES	FLuc act counter	STAT1 act	STAT3 activator	STAT3 inh	APP 5'UTR act	FLuc inhib CS	NF-kB expr up	STAT1 blocker	ROMK mod	APP 5UTR inh
CC(=O)Nc1ccc(CN2CCCC(CCC(=O)NCc3ccccc3F)C2)cc1 (configuration not stated)	1.1	104	102	-3	13	-7	0.98	-4	0.52	-13
COC(=O)C1C(=O)C2=C(CC1C)NC(=O)CC2c1ccccc1 (configuration not stated)	1	103	99	3	19	0	0.82	-4	.	-19
COCCCNc1ccc([N+](=O)[O-])cc1C(=O)Nc1cccc(C)n1	1.1	100	106	-4	6	-6	0.95	-1	-4.1*	-6
O=C(CSc1nnc(COc2cccc3cccnc23)o1)N1CCCC1	1.1	92	96	10	8	-6	0.99	7	0.25	-8
